# Bioassay records (PubChem BioAssay)
# MLLE-PAM2 inh: inhibitors of microRNA-mediated deadenylation, human PABP1 MLLE binding. inhibition, % at 20 µM. actives 0.36% (n = 360,000). GST-MLLE / FITC-PAM2 fluorescence polarization; in the data active = inhibition above about 35%, passing the limit was not always enough;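 note: plate controls were DMSO wells with GST-MLLE for no effect and wells lacking GST-MLLE protein for full effect; some results filed as inactive read as strong as hits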
# SKN-1 inh: C. elegans SKN-1 inhibition | C. elegans VP596 Pgst-4::GFP/RFP ratio, acrylamide-induced, 24 h | inhibition, % at 21.8 µM | actives 0.49% (n = 360,000) | AID 624304;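 active = interference check ratio from 0.5 to 1.5 plus GFP to RFP signal ratio inhibition reaching or exceeding a fixed threshold, cut at about 30% in these data, passing the limit was not always enough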; note: some compounds called inactive have numbers as strong as hits
# MsrA act: bovine methionine sulfoxide reductase A activation. purified bovine MsrA, absorbance read-out. activation, % at 10.6 µM. actives 0.3% (n = 360,000). AID 602163; in the data active = activation above about 7.5%;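 note: 0% = vehicle and 100% = reference activator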
# Neddyl block: cullin neddylation inhibition | TR-FRET cullin neddylation, biochemical | calls only at 25 µM | actives 0.58% (n = 360,000); in the data active = inhibition above about 36%
# FAS-TE inh: FAS thioesterase (human) inhibition; P49327; recombinant FAS-TE, OMFH fluorogenic substrate, fluorescence endpoint; inhibition, % at 15 µM; actives 0.67% (n = 360,000);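 active = compounds whose normalised, plate-corrected inhibition of enzyme fluorescence in the single-dose primary screen is 50% or more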;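 note: 0% = DMSO with enzyme and 100% = substrate without enzyme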
# MT1-MMP act inh: blocks activation of human MT1-MMP. HT1080 RFP-PRO-GFP cells, GFP/RFP ratio fluorescence, overnight; percent of plate control window, DMSO zero. GFP/RFP ratio change, % at 20 µM. actives 0.061% (n = 360,000). AID 651647;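 active = GFP/RFP ratio change of at least 30% with cell ATP level not reduced by more than half and red fluorescence within 50% of control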; note: strong numbers were not always called active
#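 Assay system – RFP-PRO-GFP reporter HT1080 cells · Compound dosing – single dose of 20 µM compound, 1% DMSO final · Incubation – overnight compound exposure at 37 °C · Measure – GFP/RFP fluorescence ratio · Benchmarks – DMSO wells and RFP-L50D-GFP cells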
# CendR NRP1 mod: NRP-1/CendR interaction modulation. FAM-RPARPAR peptide binding to NRP-1, fluorescence polarization. inhibition, % at 25 µM. actives 0.85% (n = 360,000). AID 602438;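 active = inhibition or corrected inhibition above about 18%, plus a signal ratio from 0.5 to 1.5, limit read from the data, passing the limit was not always enough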; note: strong numbers were not always called active
# Target sequence (O14786 whole entry, looked up): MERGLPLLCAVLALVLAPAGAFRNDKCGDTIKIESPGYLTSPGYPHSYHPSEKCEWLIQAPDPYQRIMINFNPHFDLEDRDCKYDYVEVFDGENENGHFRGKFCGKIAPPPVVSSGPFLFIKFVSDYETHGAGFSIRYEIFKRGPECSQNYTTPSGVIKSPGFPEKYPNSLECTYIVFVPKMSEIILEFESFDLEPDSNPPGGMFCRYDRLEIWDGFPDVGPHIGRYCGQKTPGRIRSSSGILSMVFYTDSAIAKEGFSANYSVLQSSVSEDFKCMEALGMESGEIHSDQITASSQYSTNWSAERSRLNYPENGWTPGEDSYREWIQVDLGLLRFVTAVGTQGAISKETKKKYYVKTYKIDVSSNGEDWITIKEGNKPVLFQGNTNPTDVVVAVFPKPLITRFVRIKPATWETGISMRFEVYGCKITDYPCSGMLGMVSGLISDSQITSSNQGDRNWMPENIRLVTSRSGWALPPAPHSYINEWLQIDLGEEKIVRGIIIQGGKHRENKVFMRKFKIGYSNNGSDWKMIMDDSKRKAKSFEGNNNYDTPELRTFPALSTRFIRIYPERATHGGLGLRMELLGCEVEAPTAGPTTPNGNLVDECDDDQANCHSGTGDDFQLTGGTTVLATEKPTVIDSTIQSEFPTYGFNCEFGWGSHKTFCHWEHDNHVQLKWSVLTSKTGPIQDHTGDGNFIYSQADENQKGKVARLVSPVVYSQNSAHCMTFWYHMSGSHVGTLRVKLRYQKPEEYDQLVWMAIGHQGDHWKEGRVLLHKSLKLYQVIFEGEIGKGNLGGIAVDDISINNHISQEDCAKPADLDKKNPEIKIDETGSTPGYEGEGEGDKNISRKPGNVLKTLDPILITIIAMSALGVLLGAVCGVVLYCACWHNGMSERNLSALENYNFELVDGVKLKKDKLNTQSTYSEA
# E coli Lon inh: inhibits E. coli Lon protease. purified E. coli Lon protease, fluorescence polarization. AID 602123. actives 0.42% (n = 360,000). P0A9M0. inhibition, % at 7.94 µM; in the data active = inhibition above about 13%, passing the limit was not always enough;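 note: 0% = enzyme with probe and DMSO and 100% = no enzyme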
# Rin1 Abl inh: inhibitors of human Rin1-Abl protein interaction; P00519+Q13671; TR-FRET Rin1/Abl binding, biochemical; inhibition, % at 7.35 µM; actives 0.4% (n = 360,000); in the data active = inhibition above about 5%, passing the limit was not always enough
# The depositor's hits bear a star; i = inactive; · = not tested or not shown.
SMILES,MLLE-PAM2 inh,SKN-1 inh,MsrA act,Neddyl block,FAS-TE inh,MT1-MMP act inh,CendR NRP1 mod,E coli Lon inh,Rin1 Abl inh
OCC[C@@H]1C[C@H](O)[C@@H](O)[C@@]2(OCc3ccc4ccccc4c32)O1,-1,8,-2,i,-10,4,13,0,5
Cc1cc2c(ccc3[nH]onc32)n1,-1,7,-4,i,-20,-18,13,-3,-1
COc1cc(/C=N/Nc2nc3c(c(=O)n(C)c(=O)n3C)n2Cc2ccccc2)ccc1OC(=O)c1ccco1,0,8,-9,·,38,17,16,-9,-6
COc1ccc(/C=C/C(=O)N(c2ccccn2)C2CCCCC2)cc1OC,-1,-3,-3,i,-5,-3,-2,0,-1
O=C(Nc1ccc(Cl)cc1)c1ccco1,13,20,-2,i,-3,1,3,-2,-2
CCCCCn1cnnc1SCC(=O)c1ccc2c(c1)OCO2,-10,0,-6,i,-4,-3,3,-18,5
COc1ccc(C)cc1S(=O)(=O)N(CC(=O)N1CCCC1)c1ccccc1,7,9,-1,i,-4,-5,-17,-12,4
Cc1cccc(C(=O)NNC(=O)c2ccc(O)cc2)c1,-6,13,-5,i,-5,4,4,3,-1
CCNc1ccc(C(=O)Nc2ccc3nc(C)sc3c2)cc1[N+](=O)[O-],-4,7,-1,i,-8,10,-11,-4,0
O=C(CCC(=O)c1ccccc1)NCCc1c[nH]c2ccccc12,11,-3,-10,i,-12,6,14,-12,-4
CCOc1ccc(S(=O)(=O)N2CCCC(C(=O)NCc3cccnc3)C2)cc1C (stereo not drawn),12,5,-3,i,-1,7,6,5,-1
CCOC(=O)C1CCCN(S(=O)(=O)c2c(C)c(C)cc(C)c2C)C1 (stereo not drawn),8,3,-9,i,12,7,3,-1,-2
CCCN(CCC)CCCNC(=O)c1ccc2c(c1)N(CC)C(=O)c1ccccc1S2=O (stereo not drawn),8,11,-1,i,-10,4,7,4,0
Cc1noc(C)c1S(=O)(=O)N1CCC(Cc2ccccc2)CC1,7,-11,-1,i,25,1,-14,4,3
O=c1cc(CO)oc(CN2CCN(c3ccccc3)CC2)c1O,2,-12,-3,i,-7,-3,16,-5,-1
NC(=O)C1CCN(C(=O)c2ccc(NS(=O)(=O)/C=C/c3ccccc3)cc2)CC1,9,0,-4,i,-5,-6,-6,-16,-4
COc1ccc(C(=O)O/N=C(/C)c2cccs2)cc1,7,-1,-4,i,7,3,7,-2,-3
CCCc1[nH]nc2c1C(c1ccc(OC(=O)c3ccco3)cc1)C(C#N)=C(N)O2 (stereo not drawn),-10,-13,-14,i,-12,2,2,-1,2
O=[N+]([O-])c1ccc(C2CCCC/C2=N/OCc2ccccc2F)c([N+](=O)[O-])c1 (stereo not drawn),4,18,-3,i,13,-8,2,-9,-1
CCOC(=O)c1cccc(NC(=O)CSc2nc3ccccc3c(=O)n2CCOC)c1,-8,13,-4,i,22,-1,-1,-7,0
O=S(=O)(c1ccc(Cl)c(C(F)(F)F)c1)N1CCN(CC(O)COc2ccccc2F)CC1 (stereo not drawn),-6,0,1,i,20,5,-17,5,3
Cc1c(CC(=O)NCC(=O)NCC(=O)O)c(=O)oc2c(C)c3oc4c(c3cc12)CCCC4,3,12,-2,·,-6,4,6,-4,-2
COc1cc2c(cc1OC)C(C(=O)N1CCCC1)C(c1ccccc1F)N(C)C2=O (stereo not drawn),-2,15,-11,i,-13,1,-2,-5,-1
Cc1ccc(NC(=O)N2CCC(NC(=O)c3ccccc3C)CC2)cc1,0,13,-2,i,-6,0,10,-5,0

# 5 entries out of the list above, arranged by the value under E coli Lon inh, largest number first:
SMILES,E coli Lon inh
CCCN(CCC)CCCNC(=O)c1ccc2c(c1)N(CC)C(=O)c1ccccc1S2=O (stereo not drawn),4
CCCc1[nH]nc2c1C(c1ccc(OC(=O)c3ccco3)cc1)C(C#N)=C(N)O2 (stereo not drawn),-1
Cc1c(CC(=O)NCC(=O)NCC(=O)O)c(=O)oc2c(C)c3oc4c(c3cc12)CCCC4,-4
COc1cc2c(cc1OC)C(C(=O)N1CCCC1)C(c1ccccc1F)N(C)C2=O (stereo not drawn),-5
CCOC(=O)c1cccc(NC(=O)CSc2nc3ccccc3c(=O)n2CCOC)c1,-7

# More results
SMILES,MLLE-PAM2 inh,SKN-1 inh,MsrA act,Neddyl block,FAS-TE inh,MT1-MMP act inh,CendR NRP1 mod,E coli Lon inh,Rin1 Abl inh
CCOc1ccc(C(=O)COC(=O)c2nn(CC)c(=O)c3ccccc23)cc1,-6,4,1,i,21,2,19*,-5,-1
O=C1CC/C=C\C[C@@H](CC(=O)N(CCO)Cc2ccccc2)C(=O)NCCO1,-7,17,-2,i,-12,2,26*,-12,-6
O=C(c1ccccc1)c1nn(-c2cccc(Cl)c2)c2nc(-c3ccccc3)cc(=O)n12,-8,19,-1,i,19,-1,0,-1,-1
Cc1cc(NCCCn2ccnc2)n2nc(-c3ccc(F)cc3)cc2n1,3,11,0,·,-11,4,-3,5,1
Cc1cccc(CCN(CC(=O)NC(C)(C)C)C(=O)c2csnn2)c1,9,1,-2,i,-4,-3,-1,-3,0
Cc1nc(N2CCN(Cc3ccccc3)CC2)nc2c1C(=O)CCC2,-3,2,-1,i,0,0,-2,-4,3
CC(Oc1ccccc1)C(=O)Nc1ccc(S(=O)(=O)N2CCCC2)cc1 (stereo not drawn),-4,17,-3,i,0,2,7,-2,-1
CC(C)(C)c1ccc(C(=O)Nc2ccccc2NC(=O)c2ccco2)cc1,1,1,0,i,13,4,12,14,-2
Cc1ccccc1NC(=O)c1ccccc1NS(=O)(=O)c1cccc2cccnc12,1,0,0,i,1,4,10,-2,3
Cc1ccc(-c2cc(C(=O)Nc3cc(C)on3)c3ccccc3n2)cc1,2,1,-2,i,-9,-4,11,2,-2
Cc1ccc(S(=O)(=O)N(Cc2cccc(C(F)(F)F)c2)C(=O)N2CCN(C)CC2)cc1,5,11,-4,i,-8,-1,-4,-6,2
COc1cc(OC)cc(C(=O)NNC(=O)CCC2CCCC2)c1,-11,-5,-5,i,1,3,4,-9,1
Cn1c(=O)c2c(O)cc(=O)n(-c3ccccc3)c2n(C)c1=O,-9,-9,-4,i,-7,9,-9,-2,0
CCOC(=O)Cc1csc(NC(=O)CSc2nc(N)c3c(C)c(C)sc3n2)n1,12,16,-1,i,-4,16,0,1,-5
COc1ccc(Cl)cc1NC(=O)C/C(C)=N/NC(=O)COc1ccc(C)cc1,9,14,-2,i,2,3,1,2,2
CCOC(=O)c1cn[nH]c1C(F)(F)F,2,9,-2,i,-12,0,-9,-7,3
O=C(c1ccc(F)c(S(=O)(=O)N2CCOCC2)c1)N1CCN(c2ncccn2)CC1,-63,13,0,i,-5,-3,5,-8,-1
C=C(C)Cn1c(=O)c2c(nc3n2CCCN3CCc2ccccc2)n(C)c1=O,-19,11,-6,i,-1,1,-2,14,4
Cc1ccc(NC(=O)c2cc(-c3ccccc3)nn2-c2ccccc2)c(Br)c1,-2,-1,-2,i,38,0,-5,3,2
CCn1nc(C)c(CN2CCCC(CO)(Cc3ccccc3)C2)c1C (stereo not drawn),10,-12,-10,i,4,-3,12,1,-1
COc1cc(OC)cc(C(=O)NNC(=O)CCOc2ccccc2OC)c1,1,1,-1,i,-8,0,-10,-10,1
CC(C)c1nnc(SCC(=O)NCc2ccc3c(c2)OCO3)n1C,-10,-4,-3,i,-8,0,5,-14,1
CCOC(=O)c1nc2sc(C)c(C)c2c(=O)[nH]1,2,2,-3,·,-8,9,-5,-4,-4
CC(C)n1c(N2CCN(C(=O)N3CCCCC3)CC2)nc2ccccc21,8,8,0,i,0,-1,-11,-1,3
COC(=O)c1cccc(C23CC4(C2)[C@H](CN(Cc2ccc(-c5ccccc5)cc2)[C@@H]4c2ccccc2)C3c2ccc(Cl)nc2)c1 (stereo partly drawn),14,18,-3,i,16,3,-4,-1,4
COc1cccc(CNC(=O)[C@H](CC(C)C)NC(=O)N2CCn3c2nc2ccccc23)c1,6,-2,2,i,19,2,17,-3,1
CC(=O)Nc1ccc(NS(=O)(=O)c2ccc(Cl)s2)cc1,3,1,-3,i,-7,2,-28,3,1
CCCOc1ccc(C2=CSC3=NCCN23)cc1,-21,7,-4,i,-136,-1,3,-1,-3
COc1ccc(NC(=S)N(CCc2c(C)[nH]c3ccccc23)Cc2cccnc2)cc1,-55,-17,-11,i,-1,9,-17,-9,-1
COCCN1C=C2C(=O)C(C)(OC(=O)CCC(=O)OC)C(=O)C=C2C=C1C1CC1 (stereo not drawn),38,21,-2,i,-12,0,29*,23,0
Cc1c(/C=N/O)sc2ccccc12,5,-5,-9,i,-6,-3,-6,8,-6
C=CCNC(=O)c1c2c(nc3ccccc13)-c1ccccc1CC2,-3,1,0,i,-2,1,8,-5,-5
Cc1ccc(C)c(S(=O)(=O)N2CCN(CC(=O)Nc3cc(C)on3)CC2)c1,3,-2,-4,i,-6,-1,-3,4,0
Cc1cc(C)c2c(=O)n(CC(=O)Nc3cccc(F)c3)sc2n1,19,-6,-5,i,-5,-3,2,11,-2
CN(C)c1ccc(-c2csc(C(O)(c3ccccc3)C(F)(F)F)n2)cc1 (stereo not drawn),-7,5,-1,i,30,-5,5,3,-3
COc1ccc(OC)c(C(=O)NC(CC(N)=O)c2ccc(N3CCN(c4ccccc4)CC3)c([N+](=O)[O-])c2)c1 (stereo not drawn),11,12,-1,i,-7,7,9,9,1
Cc1cc(C)cc(-n2ncc3c2CCCC3NC(=O)CN2CCCC2=O)c1 (stereo not drawn),-4,19,-6,i,-6,0,3,-3,6
CC1CCCN(C(=O)c2ccc(Cl)c(S(=O)(=O)N3CCCCCC3)c2)C1 (stereo not drawn),13,6,-3,i,11,-3,2,1,3
CCc1nnc(NC(=O)C=C(C)C)s1,1,7,-3,i,-3,5,2,-4,-4
CC(=O)N1N=C(c2cccs2)CC1c1cccc([N+](=O)[O-])c1 (stereo not drawn),-4,-2,-10,i,-1,3,9,3,0
Cc1cc(C(=O)CSc2nnc(N)s2)c(C)n1CCc1ccc(Cl)cc1,6,6,-2,i,-22,7,-9,-3,-5
Cc1cc(C)nc(/N=C(\N)N(Cc2ccccc2)Cc2ccccc2)n1,7,0,-3,i,-7,-4,4,-10,2
O=C(Nc1nnc(C2=COCCO2)o1)C1CCCCC1,9,-6,-3,i,-1,2,-5,-4,-2
Cc1cccc(-c2nc3ccccc3c(=O)n2NC(=O)c2cccnc2Cl)c1,-6,3,-7,i,-6,-4,-2,1,-2
CC(C(=O)N(C)Cc1cccc(F)c1)N1CCN(S(=O)(=O)c2ccc3c(c2)OCCCO3)CC1 (stereo not drawn),-22,-7,-4,i,2,1,5,-2,-3
Cc1ccc(/C=C2\CCCC3=C2NC(=S)NC3c2ccc(C)cc2)cc1 (stereo not drawn),-13,-4,-7,i,-40,-4,-1,1,-1
CS(=O)(=O)Cc1ccc(C(=O)N(CCc2ccccc2)Cc2ccccc2)cc1,-9,-2,-3,i,0,-8,11,-8,-3
COc1ccc(CNC(=O)[C@H](C)NC(=O)C2CCN(C(=O)[C@@H](N)Cc3ccccc3)CC2)cc1,-9,4,-1,i,-2,-3,3,-8,-4
Cc1nnc(NC(=O)CSc2nccn2C)s1,13,-4,0,i,-7,-1,6,-10,1
Cc1cccc(N(Cc2ccccc2)C(=O)c2ccccc2S(C)(=O)=O)c1,-9,-10,-6,i,3,-3,6,4,0
Cc1cccc(NC(=O)CSCC(=O)N(C)Cc2c(F)cccc2Cl)c1,0,12,0,i,1,2,11,10,1

# Random excerpt: 2 records from the list.
SMILES,MLLE-PAM2 inh,SKN-1 inh,MsrA act,Neddyl block,FAS-TE inh,MT1-MMP act inh,CendR NRP1 mod,E coli Lon inh,Rin1 Abl inh
Cc1cc(C)cc(-n2ncc3c2CCCC3NC(=O)CN2CCCC2=O)c1 (stereo not drawn),-4,19,-6,i,-6,0,3,-3,6
CS(=O)(=O)Cc1ccc(C(=O)N(CCc2ccccc2)Cc2ccccc2)cc1,-9,-2,-3,i,0,-8,11,-8,-3

# Hits appear at their usual frequency; about 4% have a hit in one of these screens.
